Bioassay records as filed in PubChem.
SNCA viab count: cell viability loss counter-screen | HEK-293-SNCA-luc viability, GF-AFC fluorescence, 24 h | Potency, µM (top dose mostly 57.1 µM), inactives show at the top dose activity change, negative = cytotoxicity, most hits filed as cytotoxic | actives 0.12% (n = 150,000) | AID 1671193;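 further: potency means the concentration at half of the fitted maximal effect; 0% = DMSO-treated cells and -100% = medium-only wells without cells; nearly all actives have a fitted effect of over 30% in size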
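Cytotoxicity counterscreen: after 24 h compound treatment of genome-edited SNCA-luciferase HEK-293 cells, live-cell protease substrate GF-AFC read by fluorescence after 30 min; activity scaled between DMSO (0%) and medium-only (-100%), curves Hill-fitted.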
Luciferase inh: Photinus pyralis luciferase inhibition | P08659 | purified P. pyralis luciferase, luminescence, biochemical | Potency, µM (top dose mostly 115 µM), inactives show at the highest dose activity change, negative = inhibition, actives largely listed as inhibitors | actives 2.5% (n = 76,000) | AID 1347043; further: potency means the concentration at half of the fitted maximal effect; nearly all actives have a fitted effect of over 65% in size
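Cell-free enzyme assay, 10nM P. pyralis luciferase, luciferin and ATP each at 10uM. Inhibition profiled over a 6-point titration, read as luminescence.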
GPT2 inhibitor: inhibitors of human GPT2 alanine aminotransferase. Q8TD30. Recombinant GPT2, coupled pyruvate oxidase/HRP Amplex Red fluorescence. Potency, µM (doses to about 57.7 µM), without a hit: at the highest dose activity change, negative = inhibition, usual class: inhibitors. actives 0.25% (n = 100,000); further: potency means the concentration at half of the fitted maximal effect; nearly all actives have a fitted effect of over 60% in size; many of its hits are not listed in these tables
Target sequence (Q8TD30 whole entry, looked up): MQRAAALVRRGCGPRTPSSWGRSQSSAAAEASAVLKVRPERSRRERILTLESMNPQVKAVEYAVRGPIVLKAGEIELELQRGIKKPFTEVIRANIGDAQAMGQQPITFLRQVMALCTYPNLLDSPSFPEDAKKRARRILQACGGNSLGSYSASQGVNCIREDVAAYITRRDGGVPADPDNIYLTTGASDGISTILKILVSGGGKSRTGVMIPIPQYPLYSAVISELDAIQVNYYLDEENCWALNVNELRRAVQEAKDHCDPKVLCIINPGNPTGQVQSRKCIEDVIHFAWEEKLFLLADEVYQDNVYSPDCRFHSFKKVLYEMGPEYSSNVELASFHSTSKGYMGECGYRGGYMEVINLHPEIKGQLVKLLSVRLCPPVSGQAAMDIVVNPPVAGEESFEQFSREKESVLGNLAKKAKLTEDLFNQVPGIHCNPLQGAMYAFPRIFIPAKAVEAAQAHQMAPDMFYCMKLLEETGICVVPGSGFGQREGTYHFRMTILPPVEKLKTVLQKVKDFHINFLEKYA
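Fluorescence of coupled pyruvate oxidase/HRP/Amplex Red system (50uM Amplex, 30 min, dark) reports pyruvate formed by GPT2. Enzyme reaction: 10ng/uL GPT2, 2mM L-alanine, 250uM a-KG, 30 min room temperature, pH 7.5; 50uM AOA control.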
3T3 cytotox: cytotoxic compounds in NIH 3T3 cells; NIH 3T3 viability, CellTiter-Glo ATP luminescence, 48-72 h; Potency, µM (doses to about 96.7 µM), inactives show at the highest dose activity change, negative = cytotoxicity, hits mostly inhibitors; actives 4.3% (n = 94,000); AID 1345082; further: potency means the concentration at half of the fitted maximal effect; nearly all actives have a fitted effect of over 55% in size
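Luminescent ATP readout (CellTiter-Glo, 10 min RT) after 48 or 72 hr compound exposure of NIH 3T3 cells seeded at 400 cells/well in 1536-well format; quantitative HTS.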
HEK293 tox: cytotoxic compounds in HEK 293 cells | HEK 293 viability, ATP luminescence (CellTiter-Glo), 48-72 h | Potency, µM (titrated, usually from 115 µM), for inactives: at the top dose activity change, negative = cytotoxicity, actives largely listed as inhibitors | actives 6.6% (n = 94,000) | AID 1345083; further: potency means the concentration at half of the fitted maximal effect; nearly all actives have a fitted effect of over 60% in size
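ATP-coupled CellTiter-Glo luminescence served as viability read-out, recorded 10 min after reagent addition at room temperature. HEK 293 cells, 250 cells/well, had been incubated with pintool-transferred compound for 48 or 72 hr at 37 degree Celsius.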
SNCA expr inhib: reduces expression of the alpha-synuclein gene. actives 0.17% (n = 140,000). AID 1671194. HEK-293 SNCA-luciferase knock-in, luminescence, 24 h. Potency, µM (series often up to 57.2 µM), inactives show top-dose activity change, negative = inhibition, usual class: inhibitors;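 further: potency means the concentration at half of the fitted maximal effect; plate controls were DMSO cells for no effect and cell-free wells for full effect; nearly all actives have a fitted effect of over 45% in size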
IP6K1 inh: blocks human inositol hexakisphosphate kinase 1; IP6K1 kinase, ADP-Glo luminescence, 2 h; hits give low values; activity change, % (series mostly up to about 58 µM); actives 0.81% (n = 140,000); AID 1645851; in the data active means activity change below about -25%
Target sequence (Q92551 whole entry, looked up): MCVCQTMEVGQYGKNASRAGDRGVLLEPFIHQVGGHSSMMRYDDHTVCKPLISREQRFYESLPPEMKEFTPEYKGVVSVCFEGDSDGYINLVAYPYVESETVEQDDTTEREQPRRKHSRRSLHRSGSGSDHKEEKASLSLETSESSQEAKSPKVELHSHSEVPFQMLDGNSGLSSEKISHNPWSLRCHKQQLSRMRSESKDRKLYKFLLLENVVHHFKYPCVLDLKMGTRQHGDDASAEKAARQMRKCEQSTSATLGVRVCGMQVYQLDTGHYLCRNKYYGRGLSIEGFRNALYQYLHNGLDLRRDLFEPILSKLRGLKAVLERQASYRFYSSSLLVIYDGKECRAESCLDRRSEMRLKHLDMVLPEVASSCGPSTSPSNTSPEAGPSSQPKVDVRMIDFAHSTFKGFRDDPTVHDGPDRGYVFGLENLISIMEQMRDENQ
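ADP-Glo luminescence measures ADP made by human IP6K1 during a 2 h RT reaction with ATP/IP6 (mix at 1.3 mM/130 uM); top library doses 57.5 and 19.1 uM final.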
* = called active by the depositor; i = inactive; u = inconclusive; x = not tested or not shown; [ ] = dose if it differs, or a comment. Unless noted, the call rests on the fitted dose curve; in most records, active means well fitted curve in the direction sought with a large enough effect; inconclusive means small, poorly fitted or top-dose-only effect, or another doubt; inactive means no such curve, though single readings can be large; an effect the other way counts as inactive or inconclusive. Unless noted, on the % scale 0 is the no-effect control and ±100 the full control effect. A portion of the library. The share of hits here may be higher or lower than overall.

| entry | canonical_smiles | SNCA expr inhib | IP6K1 inh | HEK293 tox | SNCA viab count | Luciferase inh | GPT2 inhibitor | 3T3 cytotox |
| --- | --- | --- | --- | --- | --- | --- | --- | --- |
| 1 | O=C(N[C@@H]1CCC[C@@H]1C(=O)NCCc1cccs1)c1ccncc1 | -22.5% | 14.3 | 4.9% | 10.7% | -7.9% | i | -15.2% |
| 2 | COc1cccc(NC(=O)C2=NO[C@@H]3CN(Cc4ccc(F)cc4)C[C@H]23)c1 | 9.8%[87.6 µM] | -3.3 | u | -3.9%[87.6 µM] | 15.1%[172 µM] | 3.1%[88.5 µM] | -20.0%[138 µM] |
| 3 | CCCCN1C(=O)[C@@H]2C[C@@H](O)CN2C2(CN(Cc3ccc(NC(C)=O)cc3)C2)C1=O | 5.4%[87.6 µM] | -3.3 | i | 3.2%[87.6 µM] | -0.5%[172 µM] | 0.1%[88.5 µM] | 4.0%[174 µM] |
| 4 | COc1ccc(C(=O)N2C[C@@H]3CCCN4CCC[C@@H]([C@H]34)[C@H]2CCCC(=O)NCc2ccccc2)cc1 | -11.2% | -2.0 | -10.1% | -5.7% | 2.9% | i | -11.7% |
| 5 | COc1ccc(C(=O)Nc2ccc([C@@H](O)[C@H]3COCC(=O)N3Cc3ccccc3F)cc2)cc1 | 10.3% | 0.7 | u | 1.5% | -20.0% | -10.6% | u |
| 6 | COc1cccc(CN2CCOC3CCN(Cc4ccc(F)cc4F)CC3C2=O)c1 (stereo not given) | -4.9%[87.6 µM] | 14.0 | u | 1.6%[87.6 µM] | 14.4%[172 µM] | -28.7%[88.5 µM] | u |
| 7 | CC(C)CCNC(=O)c1c[nH]c2ccc(S(=O)(=O)Nc3cccc(C(F)(F)F)c3)cc2c1=O | u | -8.4 | x | 2.5% | x | x | x |
| 8 | COc1ccc2c(CNCc3ccco3)c(C(=O)O)n(Cc3cccc(F)c3)c2c1 | 7.3% | -22.2 | x | -11.6% | x | x | x |
| 9 | CCOc1ccc(CCN2C(=O)C3(CCOCC3)CC2c2nnnn2CCOC)cc1 (stereo not given) | -22.7% | 4.1 | -1.0% | 1.2% | 0.1% | -7.3% | -14.0% |
| 10 | CCN1CCN(CCNC(=O)CCC[C@H]2NC[C@@H]3C[C@H]2CN(Cc2ccccc2)C3)CC1 | u | 19.3 | -6.5% | 0.4% | -7.3% | -4.9% | 3.5% |
| 11 | CCCCCC(=O)N1c2ccccc2C(C)(c2ccccc2)CC1(C)C (stereo not given) | 0.0% | -3.0 | x | 4.2% | x | x | x |
| 12 | O=C1CCCN1CCCN1C(=O)[C@H]2CN(Cc3ccccc3C(F)(F)F)C[C@H]2C1=O | 9.9% | -5.5 | -21.8% | 5.5% | -14.0% | 4.5% | -18.7% |
| 13 | CC1(C)CC2C3=CCC4C5(C)CCC(OC6OC(C(=O)O)C(O)C(O)C6OC6OC(CO)C(O)C(O)C6OC6OC(CO)C(O)C(O)C6O)C(C)(CO)C5CCC4(C)C3(C)CCC2(C)C(OC2OCC(O)C(OC3OC(CO)C(O)C(O)C3O)C2O)C1O (stereo not given) | x | 2.1 | x | -11.4%[12.5 µM] | x | i[11.5 µM] | x |
| 14 | CO[C@H]1CN(C(C)C)[C@H]1C1CCN(C(=O)c2ccc(C#N)cc2)CC1 | -0.3% | 22.7 | -2.0% | -5.1% | x | 1.6% | -17.4% |
| 15 | Cc1cc(C(=O)N2CCCC(Cc3nc(C4CCOCC4)no3)C2)nn1C (stereo not given) | 3.5% | 11.1 | 6.9% | -2.4% | 1.8% | i | -0.6% |
| 16 | COc1cc2c(cc1C(=O)N1CCC3(CC1)c1nc[nH]c1CCN3C)CCC2 | -9.2% | -11.6 | -9.5% | 1.3% | 3.9% | i | -4.3% |
| 17 | O=C(NCC1(COc2ccc(C(F)(F)F)cn2)C[C@@H](O)[C@@H](O)C1)C1CC1 (stereo not given in full) | 8.7%[87.6 µM] | 6.3 | 2.5%[172 µM] | -5.8%[87.6 µM] | -6.2%[172 µM] | 4.2%[88.5 µM] | -0.8%[138 µM] |
| 18 | O=C(NC1CCCCC1)c1cn2cc(-c3cccnc3)sc2n1 | 77.6%[activator][87.6 µM] | 3.0 | u | -6.2%[87.6 µM] | x | -5.0%[88.5 µM] | u |
| 19 | O=C(CCn1ccn2nc3c(c2c1=O)CCCC3)Nc1ccccc1Br | 36.6%[activator] | 10.9 | 8.2% | -5.2% | 3.9% | i | 4.0% |
| 20 | Cc1ccc(NC(=O)c2nc(S(C)(=O)=O)ncc2N(Cc2ccccc2)Cc2ccco2)c(C)c1 | 20.6% | -9.5 | x | -5.6% | x | x | x |
| 21 | COC(=O)c1ccc2c(c1)nc1n2[C@@H](CNCc2ccc(S(C)(=O)=O)cc2)COC1 | u | -0.6 | -31.4%[172 µM] | 17.2%[87.6 µM] | -13.9%[172 µM] | i | -36.3%[138 µM] |
| 22 | O=C(NC1CCCC1)N1CCC(c2nn(-c3ccccn3)c(=O)[nH]2)CC1 | u | 13.1 | i | -1.9% | x | i | -15.5% |
| 23 | N#Cc1ccc(CN2CCC3(CC2)CN[S+](=O)([O-])c2ccccc2N3)cc1 | -25.0% | 22.6 | u | -4.0% | 4.4% | i | -21.3% |
| 24 | COc1ccc(NC(=O)c2cn3cc(-c4cccc(OC)c4)sc3n2)cc1 | -13.3% | 15.6 | u | -5.9% | x | i | u |
| 25 | CCOc1ccc(C(=O)N2CCC3(CC2)NC(=O)N(Cc2ccc(F)cc2)C3=O)cc1 | 1.9% | 8.3 | u | 5.6% | 10.6% | i | u |
| 26 | CN(C)C(=O)N1CCc2nc(C3CC3)nc(-c3ccc(Cl)cc3)c2C1 | 10.4%[87.6 µM] | 24.5 | u | 1.3%[87.6 µM] | 3.4%[172 µM] | -17.3%[88.5 µM] | u |
| 27 | O=C(CN1C(=O)COc2ccc(S(=O)(=O)N3CCCCCC3)cc21)N1CCN(c2cccc(C(F)(F)F)c2)CC1 | -22.5% | -18.3 | x | 7.4% | x | x | x |
| 28 | Cc1ccc(S(=O)(=O)c2nc(-c3ccco3)oc2SCc2ccccc2Cl)cc1 | -9.8% | -9.3 | x | 2.1% | x | x | x |
| 29 | Cc1ccc(S(=O)(=O)N2CCC(n3c(C)nc4cccnc43)CC2)c(C)c1 | u | 7.5 | x | -18.3% | x | x | x |
| 30 | CC(C)NC(=O)c1cc(-c2ccc(S(C)(=O)=O)cc2)c2cnn(C)c2n1 | -20.5% | -8.3 | i | 4.5% | x | i | u |

Full records, quoted from the list:
Record of CN(C)C(=O)N1CCc2nc(C3CC3)nc(-c3ccc(Cl)cc3)c2C1 → SNCA expr inhib = 10.4%[87.6 µM]; IP6K1 inh = 24.5; HEK293 tox = u; SNCA viab count = 1.3%[87.6 µM]; Luciferase inh = 3.4%[172 µM]; GPT2 inhibitor = -17.3%[88.5 µM]; 3T3 cytotox = u
Record of N#Cc1ccc(CN2CCC3(CC2)CN[S+](=O)([O-])c2ccccc2N3)cc1 → SNCA expr inhib = -25.0%; IP6K1 inh = 22.6; HEK293 tox = u; SNCA viab count = -4.0%; Luciferase inh = 4.4%; GPT2 inhibitor = i; 3T3 cytotox = -21.3%

(list continues)
| entry | canonical_smiles | SNCA expr inhib | IP6K1 inh | HEK293 tox | SNCA viab count | Luciferase inh | GPT2 inhibitor | 3T3 cytotox |
| --- | --- | --- | --- | --- | --- | --- | --- | --- |
| 31 | COC(=O)c1ccc2nc(CO[C@H]3CN(Cc4cn(C)c5ccccc45)C[C@H]3F)[nH]c2c1 | 4.5% | -10.2 | u | -13.8% | 6.5% | -21.0% | u |
| 32 | Cn1cc(CN2CCCC23CCN(c2ccc(C(F)(F)F)cn2)CC3)cc1C#N | 2.2% | 13.2 | u | -6.3% | 5.3% | -1.4% | u |
| 33 | CC(=O)c1ccc(NC(=O)C2CCN(S(=O)(=O)c3ccc4c(c3)CCCN4C(=O)C3CCC3)CC2)cc1 | 0.4% | 14.5 | x | -6.3% | x | x | x |
| 34 | COCCOCc1nc(C2CCCCN2S(=O)(=O)Cc2ccccc2)no1 (stereo not given) | -4.8% | -16.9 | -3.1% | 3.2% | x | i | -20.8% |
| 35 | COc1ccc(CNC(=O)Cc2c(C)c3c(cc(C)c4c(C)coc43)oc2=O)cc1OC | -8.3% | -11.5 | x | 6.7% | x | x | x |
| 36 | CCCCNC(=O)C1c2ccccc2C(=O)N(Cc2ccccc2)C12CCCC2 (stereo not given) | u | 6.0 | u | -17.7% | 2.4% | i | u |
| 37 | COc1ccc(-c2noc([C@@H]3CCCN3C(=O)c3cccc(Cl)c3)n2)cc1 | -21.4% | 1.3 | u | u | -18.4% | i | u |
| 38 | Cc1ccc(NC(=O)c2c(NC(=O)c3ccccc3)sc3c2CCC3)cc1 | -6.5% | 24.4 | x | 8.1% | x | x | x |
| 39 | Cc1cccc(OCC(=O)Nc2ccc(S(=O)(=O)N(Cc3ccccc3)c3ccccc3)cc2)c1 | 37.1%[activator] | -16.8 | x | -7.6% | x | x | x |
| 40 | Cc1ccccc1-c1nc2cc3c(cc2cc1CN1CCC[C@H]1CO)OCO3 | 31.8%[activator] | 2.7 | i | 1.2% | 0.0% | i | -10.3% |
| 41 | COC1C(=O)N(CC2CC2)C12CCN(C(=O)c1cccs1)CC2 (stereo not given) | 18.7% | -7.0 | i | 7.4% | x | i | i |
| 42 | CCN1CCOC(=O)C1CC(=O)Nc1ccc(Br)cc1 (stereo not given) | 2.6% | -10.7 | x | 27.2% | x | x | x |
| 43 | CC(C)c1noc(Cn2nc(-c3ccccc3)c3ccccc3c2=O)n1 | 27.0% | 22.1 | -27.5% | 5.1% | -10.3% | i | -16.3% |
| 44 | COc1ccc(CC(=O)N[C@H]2[C@H](O)[C@H](O)C[C@@H]2c2cccnc2)cc1 | 27.9%[87.6 µM] | 11.0 | i | -4.9%[87.6 µM] | 3.5%[172 µM] | 0.1%[88.5 µM] | i |
| 45 | CCOc1ccc(CNC(=O)c2ccc(Sc3ccc(Cl)cc3)c(NC(C)=O)c2)cc1 | u | -21.5 | x | 1.9% | x | x | x |
| 46 | O=C(NC1CCCN(c2cc(-c3ccccc3)[nH]n2)C1)c1ccccc1F (stereo not given) | 27.4% | 26.8 | u | -15.9% | -19.3% | -2.5% | u |
| 47 | CCOc1cccc(C(=O)Nc2ccc3oc(-c4ccc(C(C)(C)C)cc4)nc3c2)c1 | 37.8%[activator] | -9.3 | x | 7.0% | x | x | x |

Grouped by structure: the entries above with bromine.
| entry | canonical_smiles | SNCA expr inhib | IP6K1 inh | HEK293 tox | SNCA viab count | Luciferase inh | GPT2 inhibitor | 3T3 cytotox |
| --- | --- | --- | --- | --- | --- | --- | --- | --- |
| 19 | O=C(CCn1ccn2nc3c(c2c1=O)CCCC3)Nc1ccccc1Br | 36.6%[activator] | 10.9 | 8.2% | -5.2% | 3.9% | i | 4.0% |
| 42 | CCN1CCOC(=O)C1CC(=O)Nc1ccc(Br)cc1 (stereo not given) | 2.6% | -10.7 | x | 27.2% | x | x | x |
